Assay outcomes: PubChem, National Center for Advancing Translational Sciences (NCATS)
ERG Ets-DNA blk: inhibitors of human ERG Ets domain-DNA interaction. P11308. fluorescence polarization, His-ERG Ets domain / labelled DNA. Potency, µM (highest dose often 76.9 µM), for inactives: at the highest dose FP activity, negative = inhibition, actives largely listed as inhibitors. hit rate 0.028% among 370,000; active = well fitted inhibition curve with a large enough effect in the polarisation, with a control signal flat; inconclusive = small, poorly fitted or top-dose-only effect, or effect the other way, or a change in a side signal; inactive = no such curve, though single readings can be large or run the other way; the % refers to the polarisation;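 note: polarization taken with two DNA probes labelled with fluorescein and Texas red; potency is the fitted concentration of half-maximal effect; % of control where 0% means no effect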
Target sequence (P11308 whole entry, looked up, the tested form may be a part): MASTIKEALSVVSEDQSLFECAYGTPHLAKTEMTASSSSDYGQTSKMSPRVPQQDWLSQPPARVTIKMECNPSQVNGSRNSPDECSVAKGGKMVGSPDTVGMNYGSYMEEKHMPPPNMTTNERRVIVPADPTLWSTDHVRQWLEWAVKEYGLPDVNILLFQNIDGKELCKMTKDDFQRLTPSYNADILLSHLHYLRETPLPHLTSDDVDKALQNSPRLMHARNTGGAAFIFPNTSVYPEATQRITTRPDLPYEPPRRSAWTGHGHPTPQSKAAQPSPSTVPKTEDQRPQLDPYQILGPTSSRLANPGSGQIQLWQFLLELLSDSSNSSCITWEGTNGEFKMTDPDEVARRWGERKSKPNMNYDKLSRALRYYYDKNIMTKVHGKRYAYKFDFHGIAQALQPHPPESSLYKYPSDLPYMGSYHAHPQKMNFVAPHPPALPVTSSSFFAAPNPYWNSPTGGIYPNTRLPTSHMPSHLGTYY
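His-tagged ERG Ets domain (1 uM in the protein solution; 300mM KCl, 50mM Tris-HCl, 1mM EDTA, 1mM DTT, pH 7.5) received compound, then a probe mix of 5 nM fluorescein-DNA and 100nM Texas-615-DNA. Fluorescence polarization was read for both dyes.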
Anesthetic bind: candidate novel general anesthetic via apoferritin binding. P02791. apoferritin/1-aminoanthracene competitive binding, fluorescence. Potency, µM (titrated, usually from 77.5 µM), inactives show at the top dose activity change, negative = displacement, usual class: inhibitors. hit rate 0.074% among 350,000. AID 485281; note: potency is the fitted concentration of half-maximal effect; % is set by controls: 0 for no effect and ±100 for the full control effect; nearly all actives have a fitted effect of over 20% in size
Target sequence (P02791 2-175 limits assumed): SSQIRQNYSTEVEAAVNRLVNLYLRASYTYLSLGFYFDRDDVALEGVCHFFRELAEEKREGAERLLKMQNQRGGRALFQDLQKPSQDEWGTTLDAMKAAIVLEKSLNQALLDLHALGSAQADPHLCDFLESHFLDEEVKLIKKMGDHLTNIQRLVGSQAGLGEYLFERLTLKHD
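10 uM apoferritin + 50% sat. 1-AMA, PBS; cpd 10 min RT; Ex380/Em535 endpoint; normalized to free probe vs complex; 4-param Hill fit; propofol titration as pos. ctrl.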
BLM helicase inh: Bloom syndrome helicase (human) inhibition. P54132. recombinant BLM DNA unwinding, fluorescence dequenching. Potency, µM (titrated, usually from 56.1 µM), without a hit: at the top dose activity change, negative = inhibition, usual class: inhibitors. hit rate 0.2% among 350,000. AID 2528;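 note: potency is the fitted concentration of half-maximal effect; plate controls were vehicle for no effect and no enzyme for full effect; nearly all actives have a fitted effect of over 35% in size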
APE1 inh: APE1 (human) endonuclease inhibition; recombinant APE1, TAMRA/BHQ-2 abasic DNA cleavage fluorescence; Potency, µM (series often up to 65.8 µM), for inactives: at the top dose activity change, negative = inhibition, actives largely listed as inhibitors; hit rate 0.35% among 350,000;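 note: potency is the fitted concentration of half-maximal effect; plate controls were vehicle for no effect and reference inhibitor for full effect; nearly all actives have a fitted effect of over 55% in size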
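Enzyme (0.75 nM final) and test compound are incubated 15 min at room temperature before adding 50 nM quenched THF abasic-site duplex. Cleavage dequenches TAMRA, followed at 525/598 nm over three reads one minute apart.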
Pol kappa inh: blocks human DNA polymerase kappa activity. Q9UBT6. purified Pol kappa, fluorescent DNA synthesis assay, 10 min. Potency, µM (series often up to 107 µM), for inactives: at the top dose activity, negative = inhibition, hits mostly inhibitors. hit rate 0.53% among 400,000; note: potency is the fitted concentration of half-maximal effect; % is set by controls: 0 for no effect and ±100 for the full control effect
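First, compounds were pin-transferred onto 10 nM Pol kappa. After 15 min at room temperature, substrate was added to 50 nM final. Fluorescence was then measured kinetically at 0 and 10 min.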
Pol beta inh: blocks human DNA polymerase beta activity; P06746; Pol beta primer extension/strand displacement, fluorescence kinetic; Potency, µM (top dose mostly 114 µM), without a hit: top-dose activity change, negative = inhibition, actives largely listed as inhibitors; hit rate 1.3% among 340,000; note: potency is the fitted concentration of half-maximal effect; % is set by controls: 0 for no effect and ±100 for the full control effect
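Reaction started by 50 nM substrate onto compound-treated Pol beta (10 nM, 15 min preincubation, room temperature); plates read at 0 min and 10 min. Normalized concentration-effect data fitted by four-parameter Hill equation.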
POLI inh: inhibitors of human DNA polymerase iota. Pol iota fluorescent replication assay, 10 min. Potency, µM (titrated, usually from 115 µM), inactives show at the top dose activity, negative = inhibition, actives largely listed as inhibitors. hit rate 1% among 390,000. Q9UNA4; note: potency is the fitted concentration of half-maximal effect
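Fluorescent replication assay read twice, at 0 min and 10 min after adding 50 nM (final) substrate. Enzyme (10 nM) and compounds were first incubated 15 min at room temperature; enzyme-free buffer wells were negative controls.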
12-LOX inh: inhibitors of human 12S-lipoxygenase ALOX12 | purified 12hLO, xylenol orange hydroperoxide absorbance | Potency, µM (highest dose often 108 µM), without a hit: at the top dose activity change, negative = inhibition, usual class: inhibitors | AID 1671190 | hit rate 1.1% among 580,000 | P18054; note: potency is the fitted concentration of half-maximal effect; % is set by controls: 0 for no effect and ±100 for the full control effect
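Hydroperoxide product was detected by ferrous iron/xylenol orange as the 573 to 405 nm absorbance ratio. Arachidonic acid at 40 uM (final) was turned over for 30 min at room temperature by 150 nM human 12hLO, pH 7.0 Hepes buffer, after 15 min compound preincubation.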
TRHR agonist: activates the human TRH receptor. AID 493084. hit rate 0.18% among 360,000. activation, % at 2 µM. P34981. TRHR cells, calcium flux fluo-8, FDSS agonist mode; in the data active = activation above about 30%; note: 0% is about no effect
Target sequence (P34981 whole entry, looked up): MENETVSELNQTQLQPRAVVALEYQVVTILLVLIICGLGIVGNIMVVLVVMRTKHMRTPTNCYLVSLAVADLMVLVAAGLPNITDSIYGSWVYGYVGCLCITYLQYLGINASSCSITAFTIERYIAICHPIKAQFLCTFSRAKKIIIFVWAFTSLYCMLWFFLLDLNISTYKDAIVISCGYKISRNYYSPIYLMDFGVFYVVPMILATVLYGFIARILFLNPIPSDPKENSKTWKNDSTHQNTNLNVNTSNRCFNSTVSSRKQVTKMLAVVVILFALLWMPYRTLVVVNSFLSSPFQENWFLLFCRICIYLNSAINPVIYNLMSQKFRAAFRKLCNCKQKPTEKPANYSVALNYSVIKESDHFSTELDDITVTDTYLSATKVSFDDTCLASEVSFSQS
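TRHR-expressing cells, plated overnight in medium with 10% serum, were loaded with fluo-8 calcium dye at room temperature. After a 10 s baseline, library compound was pin-added and calcium release was recorded kinetically (ex 480/em 530) as agonist response.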
Numbers without * were called inactive; u = inconclusive; x = not tested or not shown; [ ] = another dose, or the depositor's remark. Unless noted, calls come from the whole dose curve; as a rule, active = well fitted curve in the direction sought with a large enough effect; inconclusive = small, poorly fitted or top-dose-only effect, or another doubt; inactive = no such curve, though single readings can be large; an effect the other way counts as inactive or inconclusive. An excerpt; the hit share may differ from the screen's.

SMILES	ERG Ets-DNA blk	Anesthetic bind	BLM helicase inh	APE1 inh	Pol kappa inh	Pol beta inh	POLI inh	12-LOX inh	TRHR agonist
O=C1c2ccccc2CCc2ccccc21	11%	x	x	x	-12%	x	-7%	-7%	x
CO/N=C/C(C#N)=C/c1cc(C(=O)c2ccc(F)cc2)cn1C	1%	-9%	-12%	-1%	-5%	-21%	499%[activator]	3%	-1.0
COc1ccc(C(C)(C)C)cc1NC(=O)CCCn1c(=O)oc2ccccc21	3%	-18%	-5%	2%	-14%	12%	-11%	-15%	-1.0
N#Cc1cccc(Cn2nnc(-c3ccccc3)n2)c1	-4%	4%	-3%	0%	-7%	-13%	-1%	-8%	1.6
COc1ccc(C(=O)Nc2nnc(CCc3ccccc3)s2)c(OC)c1	1%	-18%	-10%	-13%	-9%	u	6%	u	1.0
CCN(CC)C(=O)c1nc[nH]c1C(=O)N1CCN(c2ccccc2)CC1	10%	x	x	15%	6%	x	15%	4%	-0.5
Cc1ccc(C)c(NC(=S)N2CCCCC2CO)c1 (stereo not drawn)	7%	-7%	-6%	-1%	11%	-7%	u	-7%	0.1
CC(C)c1ccc(C2=CC(c3cccc(Cl)c3)n3ncnc3N2)cc1 (stereo not drawn)	0%	405%[activator]	-7%	x	-22%[60.1 µM]	-2%	-24%	84%[activator]	0.6
COc1ccc(C(=O)NCc2ccc3c(c2)CCO3)cc1	14%	8%	-4%	13%	-21%	-1%	-6%	0%	-0.6
CCOC(=O)N1CCN(C(=O)CN2C(=O)COc3ccc(C)cc32)CC1	-7%	-2%	1%	3%	-8%	1%	5%	-6%	0.8
Cc1cc(C)cc(OCC(=O)Nc2nc(-c3ccc(F)cc3)ns2)c1	-4%	-7%	2%	x	3%	13%	7%	-18%	0.5
COc1ccc(C(=O)OCC(=O)NC2CCCC2)c(OC)c1OC	0%	-2%	0%	-2%	1%	21%	-6%	0%	0.8
O=C(NCc1ccccc1)C1CCN(S(=O)(=O)c2ccc(N3CCCC3=O)cc2)CC1	0%	-2%	1%	71%[activator]	-4%	11%	4%	7%	-0.2
COc1ccc(NC(=O)c2cc3c(=O)n(C)c4cc(Cl)ccc4c3s2)cc1Cl	3%	10%	-4%	x	-4%[60.1 µM]	11%	0%	u	0.2
Cc1ccc(/C=N/NC(=O)c2cc(-c3ccncc3)nc3ccccc23)o1	14%	-15%	-4%	14%	-7%	1%	23%	8%	0.4
Cc1ccc(C(=O)Nc2cccnc2Oc2ccc(Cl)cc2)cc1	17%	3%	-11%	-10%	1%	-21%	12%	25%	-1.3
CCCC(=NCC(=O)O)C1=C(O)C(C(=O)OC)C(C)(C)CC1=O (stereo not drawn)	3%	-9%	0%	-1%	-4%	-1%	2%	143%[activator]	0.1
O=C(NCc1cccs1)c1cc(S(=O)(=O)N2CCCCC2)ccc1Cl	x	-13%	-4%	0%	-8%	-10%	11%	2%	-0.3
CN=C(C)C1=C(O)C(C(=O)OC)C(C)(C)CC1=O (stereo not drawn)	-3%	-10%	-3%	-3%	-7%	7%	-3%	11%	0.4
CCC(C)(C)NC(=O)c1cccc(NC(=O)C(C)C)c1	-11%	-5%	-3%	-3%	-10%	-2%	76%[activator]	-2%	0.8
CCn1nnnc1SCC(=O)Nc1nc(-c2cccs2)cs1	-1%	-15%	-4%	-6%	-8%	2%	2%	0%[57.4 µM]	0.2
O=C(CN1CCN(c2ccccc2)CC1)c1c[nH]c2ccccc12	3%	-1%	-5%	33%	4%	-1%	27%	62%[activator]	1.3
CC(C)(C)C(=O)OCc1cn(-c2ccc(Cl)cc2)nn1	4%	-9%	-3%	-2%	-1%	11%	25%	0%	0.7
CCOc1ccc(NC(=O)CSc2nnc(Cn3cnc([N+](=O)[O-])n3)n2C)cc1	-22%	-5%	0%	-4%	-9%	-26%	120%[activator]	-2%	-0.3
COc1ccccc1/C=N/OC(=O)c1ccc(C)cc1	-3%	-22%	-6%	-6%	-18%	53%	179%[activator]	0%	1.6

Compounds from the list above containing an NH in an aromatic ring:
SMILES	ERG Ets-DNA blk	Anesthetic bind	BLM helicase inh	APE1 inh	Pol kappa inh	Pol beta inh	POLI inh	12-LOX inh	TRHR agonist
CCN(CC)C(=O)c1nc[nH]c1C(=O)N1CCN(c2ccccc2)CC1	10%	x	x	15%	6%	x	15%	4%	-0.5
O=C(CN1CCN(c2ccccc2)CC1)c1c[nH]c2ccccc12	3%	-1%	-5%	33%	4%	-1%	27%	62%[activator]	1.3

(listing goes on)
SMILES	ERG Ets-DNA blk	Anesthetic bind	BLM helicase inh	APE1 inh	Pol kappa inh	Pol beta inh	POLI inh	12-LOX inh	TRHR agonist
Cc1cc(-c2ccc(C)c(S(=O)(=O)NCC3CCN(Cc4cccc(F)c4)CC3)c2)on1	3%	8%	-6%	18%	-3%	9%	19%	-13%	0.9
CC1Oc2ccccc2N(CC(=O)N2CCCCCC2)C1=O (stereo not drawn)	23%	0%	-2%	0%	-6%	6%	-13%	-16%	-0.9
O=C(CSc1nc(-c2cccc(F)c2)[nH]c1-c1ccccc1)Nc1ccc2c(c1)OCO2	5%	38%[activator]	-10%	x	-7%	2%	-7%	-30%	1.6
CC1C=CCC2C(=O)N(c3cc(Cl)ccc3O)C(=O)C12 (stereo not drawn)	16%	u	-4%	3%	-1%	34%	12%	-13%	-0.5
COC(CN(C)S(=O)(=O)c1cc2c3c(c1)CCC(=O)N3CCC2)OC	-1%	1%	-2%	5%	13%	27%	-5%	-15%	-0.2
COc1ccccc1/C=C/C(=O)OCC(=O)NCc1ccco1	x	-17%	-6%	3%	0%	-18%	-26%	7%	-1.1
CC(C)n1nc(C(=O)OCC(=O)N(C)C2CCS(=O)(=O)C2)c2ccccc2c1=O (stereo not drawn)	-11%	-8%	1%	3%	-16%	9%	27%	3%	-0.2
c1ccc(Oc2ccccn2)cc1	-8%	x	x	x	3%	x	16%	-15%	x
O=C(Nc1cnc2ccccn2c1=O)c1ccc(Cl)cc1	3%	-6%	-1%	2%	-15%	24%	1%	-2%	0.3
NC(Cc1c[nH]c2ccccc12)C(=O)NCc1ccco1 (stereo not drawn)	-9%	-3%	-2%	2%	-8%	1%	14%	-2%	0.1
N/C(=N\OC(=O)c1cccc2ccccc12)c1cccnc1	-3%	-11%	3%	16%	-11%[60.1 µM]	8%	-1%	-16%	-0.9
CCOC(=O)N1CCN(C(=O)c2ccc([N+](=O)[O-])cc2Cl)CC1	5%	-10%	0%	-8%	-3%	39%	130%[activator]	10%	-0.3
CC(CCc1ccccc1)NC(=O)CN1CCN(c2ccc(O)cc2)CC1 (stereo not drawn)	-2%	-22%	1%	0%	-10%	u	112%[activator]	u	-0.1
O=C(Cc1c(F)cccc1Cl)Nc1ccc(S(=O)(=O)N2CCOCC2)cc1	-5%	u	-5%	-5%	-20%	8%	17%	0%	0.2
Cc1cc(NC(=O)NC2(C(F)(F)F)Oc3ccc(Cl)cc3O2)no1 (stereo not drawn)	3%	-4%	-6%	-1%	3%	22%	5%	u	-0.2
Cc1ccc(C(=O)CSc2nc(-c3ccccc3)nc3c2CCCC3)cc1C	-2%	-10%	-7%	x	-9%	-3%	-4%	9%	0.2
COc1ccccc1C(=O)NNC(=S)Nc1ccccc1	1%	-9%	-3%	-1%	6%	-27%	39%[activator]	-11%	-0.1
Nc1c2nc(-c3ccccc3)[nH]c(=O)c2nc(=O)n1-c1ccccc1	4%	0%	-8%	0%	-8%	5%	u	-2%	-0.1
COc1ccc(-c2nc3ccccc3n2Cc2ccc(Cl)cc2)cc1	1%	26%	-6%	x	4%	8%	7%	u	-0.8
Cn1nnc(-c2ccc(OCc3ccccc3F)cc2)n1	0%	-2%	1%	4%	0%	1%	7%	0%	0.4
COc1cccc(-c2cccc(NC(=O)C3CCN(CC4CCOC4)CC3)c2)c1 (stereo not drawn)	8%	-6%	3%	41%	0%	8%	5%	-1%	0.1
Cc1ccc(N2CCn3c2nc2c3c(=O)n(CCc3ccccc3)c(=O)n2C)cc1C	3%	1%	-6%	x	3%	-7%	20%	u	0.0
Cc1ccc(SCC(=O)c2c(C)nc3ccccn23)cc1	-1%	-15%	-3%	-6%	-5%	1%	10%	2%	-0.7
CCOc1ccc(NS(=O)(=O)c2ccc3c(c2)N(C(C)=O)CCS3)cc1	-2%	3%	-5%	17%	10%	19%	8%	-25%	0.7
Cc1ccc(S(=O)(=O)N2CCOCC2)cc1C(=O)NCC1CCCCC1	-4%	x	x	2%	-3%	x	3%	-7%	0.1
(list continues)
SMILES	ERG Ets-DNA blk	Anesthetic bind	BLM helicase inh	APE1 inh	Pol kappa inh	Pol beta inh	POLI inh	12-LOX inh	TRHR agonist
CCN1C(=O)[C@@H]2[C@@H](c3ccc(-c4cccc(Cl)c4)c(OC)c3)N3CCCC[C@@]3(C(=O)OC)[C@@H]2C1=O	8%	x	x	-18%	-1%	x	12%	8%	0.8
CCc1ccc(C2c3[nH]c4ccccc4c3CCN2C(=O)c2cc[n+]([O-])cc2)cc1 (stereo not drawn)	-5%	-16%	-17%	3%	2%	-27%	-7%	0%	1.1
C=CC[C@H](CC(=O)N(CCO)Cc1ccccc1)C(=O)N[C@@H](COC(=O)[C@@H](CC=C)CC(=O)OC(C)(C)C)Cc1c[nH]c2ccccc12	11%	x	x	-10%	-3%	x	22%	-9%	x
O=C(NCCc1c[nH]c2ccccc12)C1CCN(S(=O)(=O)c2ccccc2F)CC1	-5%	-5%	-3%	2%	-5%	1%	-2%	-7%	0.5
O=C(Nc1ccc(N2CCOCC2)cc1Cl)C1CCN(C(=O)OCc2ccccc2)CC1	-2%	-9%	-7%	u	-12%	-10%	1%	u	0.2
CCCCN(C)CCCNC(=O)c1cc(-c2cccs2)nc2ccccc12	6%	39%[activator]	41%[activator]	57%[activator]	-8%	4%	26%	u	2.5
